# Bioassay records (PubChem)
# mcGAS MS inh: inhibitors of Mus musculus cyclic GMP-AMP synthase, initial high-throughput assay, cell-free, RapidFire MS | Q8C6L5 | recombinant mouse cGAS, cGAMP by RapidFire MS | inhibition, % at 12.5 µM | 130,000 tested, 0.18% active | AID 1259397, 2018;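 active = inhibition of cGAS enzyme activity at or above 60%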;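 also: enzyme stimulated by 45 bp dsDNA with ATP and GTP substrates; cGAMP share of summed cGAMP plus half ATP and half GTP signals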
# Target sequence (Q8C6L5 whole entry, looked up): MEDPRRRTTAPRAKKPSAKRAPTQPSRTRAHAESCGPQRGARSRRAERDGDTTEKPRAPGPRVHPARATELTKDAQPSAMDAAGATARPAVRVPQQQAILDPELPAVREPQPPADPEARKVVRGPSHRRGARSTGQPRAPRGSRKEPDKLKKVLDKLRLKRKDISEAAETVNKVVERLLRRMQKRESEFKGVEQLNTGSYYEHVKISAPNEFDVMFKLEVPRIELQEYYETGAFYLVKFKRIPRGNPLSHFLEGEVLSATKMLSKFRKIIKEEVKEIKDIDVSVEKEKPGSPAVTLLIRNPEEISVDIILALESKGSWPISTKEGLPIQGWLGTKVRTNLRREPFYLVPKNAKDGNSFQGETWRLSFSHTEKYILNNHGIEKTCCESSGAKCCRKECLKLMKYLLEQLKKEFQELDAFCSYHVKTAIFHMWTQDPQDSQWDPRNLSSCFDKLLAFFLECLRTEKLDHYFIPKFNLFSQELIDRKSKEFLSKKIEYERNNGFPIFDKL
# The depositor's hits bear a star; & = joins results of further samples. These rows are one share of the data (hit frequency here may not be typical).
# Start of the listing, in advance, 2 compounds:
canonical_smiles,mcGAS MS inh
O=C1CC2OCC=C3CN4CC[C@]56c7ccccc7N1C5[C@H]2[C@H]3CC46 (stereo partly specified),-8.3
CC(Cc1cnccn1)NCc1nc(Cc2ccccc2F)no1 (stereo unspecified),-4.1

# This part in full, from the start:
canonical_smiles,mcGAS MS inh
O=C1CC2OCC=C3CN4CC[C@]56c7ccccc7N1C5[C@H]2[C@H]3CC46 (stereo partly specified),-8.3
CC(Cc1cnccn1)NCc1nc(Cc2ccccc2F)no1 (stereo unspecified),-4.1
CCCc1[nH]ncc1C(=O)N1C[C@@H](c2ccccc2)[C@@H]2[C@H]1C1CCN2CC1,5.2
O=c1[nH]c(=S)[nH]c(O)c1N=Nc1ccc2c(c1)OCO2,-6.6
CCCCC1(CCCC)C(=O)NC(=Nc2ccc(C)cc2)NC1=O,-10.7
CN(C)Cc1c[nH]c2ccccc12,-8.7&0.1
N#Cc1ccc(NC(=O)NCC(O)c2ccccc2F)cc1Cl (stereo unspecified),-9.8
C1CCC(C2CCCCC2NC2CC2)CC1 (stereo unspecified),-6.2
O=C1NC2(CCNCC2)Nc2ccc(Cl)c(Cl)c21,-7.7
Cc1nc(C2(NCC(=O)N3CCc4ccccc4C3)CCCCC2)no1,-9.9
CC(C)c1nnsc1CN1CCC2(CC1)C(=O)Nc1ccccc12,-17.8
c1ccc2sc(C3(N4CCCCC4)CCCCC3)cc2c1,-9.2
CN1CC[C@@]2(C)c3cc(O)ccc3N(C)[C@H]12,4.4
CCC(=O)Nc1ccc(Cl)c(Cl)c1,-4.8
Cc1cc(C)c(CNc2cc(-c3cccnc3)nc3ncnn23)c(=O)[nH]1,-4.1
COC(=O)[C@@H]1[C@H]2c3ccccc3O[C@]1(C)NC(=O)N2C(C)=O,-6.8
COC(=O)CN(C)CP(C)(=O)OC(C)C (stereo unspecified),-5.5
O=C(Nc1ncc([N+](=O)[O-])s1)c1cccn(Cc2ccccc2)c1=O,-6.5
CC(CN)CC(=O)O (stereo unspecified),-12.2
CN1CCN(c2ccc([N+](=O)[O-])cc2)CC1,-14.8
c1cc(C[N+]23CN4CN(CN(C4)C2)C3)cs1,10.5
O=C(NCCCN1CCCC1=O)C(C1CCCC1)N1CCN(C(=O)COc2ccc(Cl)cc2)CC1 (stereo unspecified),-2.8
COc1ccc(-n2c(=S)[nH]c3cc(O)ccc3c2=O)cc1OC,6.1
Cc1nc(N(C)C)ncc1C(=O)N1CCOC2(CNCCOC2)C1 (stereo unspecified),-26.0
CC(=O)NS(=O)(=O)c1ccc(NC(=O)c2cccn(Cc3ccc(F)cc3)c2=O)cc1,-5.3
CCOc1ccccc1OCC(=O)N1CCN(C(C)COC)CC1 (stereo unspecified),-3.6
COc1cc2c(cc1-c1cc3cc4ccoc4cc3oc1=O)OCO2,-10.8
O=Cc1cn(Cc2nc(C(c3ccccc3)c3ccccc3)no2)c2ccccc12,2.0
NC1N=C(c2ccccc2)c2ccccc2NC1=O (stereo unspecified),-8.2
NC(=O)c1ccsc1NC(=O)CNC1(c2ccc(Cl)cc2)CCCCC1,-6.8

O=C(CN1CCN(C(=O)Cc2ccc3ccccc3c2)CC1)NC1CC1
  mcGAS MS inh: -34.9

CCOCN(C(=O)CCl)c1c(C)cccc1CC
  mcGAS MS inh: -4.2

COC(=O)C1=C(C(=O)OC)SC2(S1)C(C(=O)OC)=C(C(=O)OC)Sc1ccccc12
  mcGAS MS inh: -9.9

CC(C)NC(=O)c1cc(N2CCN3CCCC3C2)ccn1 (stereo unspecified)
  mcGAS MS inh: -3.1

O=[N+]([O-])c1cc([N+](=O)[O-])cc(C(F)(F)F)c1
  mcGAS MS inh: -8.3

c1cnc2c(c1)CN(Cc1cc3n(n1)CCCNC3)CC2
  mcGAS MS inh: -15.2

COCC#CCN1CCC(C)CC1c1ccco1 (stereo unspecified)
  mcGAS MS inh: -9.8

Oc1ccccc1N1CCN(CCc2ccccn2)CC1
  mcGAS MS inh: 2.1

CCCc1cnc(N2CCN3CCN(C)CC3C2)nc1 (stereo unspecified)
  mcGAS MS inh: -9.1

Cc1ccc(NC2=NC(C)(C)CS2)cc1Cl
  mcGAS MS inh: 28.6

O=P(O)(O)Cc1c(Cl)cccc1Cl
  mcGAS MS inh: -19.9

CCN(CC)P1(=S)OC(c2cccs2)=Nc2cc(N(C)C)ccc21 (stereo unspecified)
  mcGAS MS inh: 1.4

CN1CCN(c2ccc(CO)cc2F)CC1
  mcGAS MS inh: -6.4

CC1(C)C(C(Cl)Cl)C2(Cl)C(Cl)C(Cl)C1(Cl)C2(Cl)Cl (stereo unspecified)
  mcGAS MS inh: -2.4

Cc1cccc(NC(=O)c2cc3cccnc3n(Cc3ccccc3F)c2=O)c1
  mcGAS MS inh: -8.9

Cc1ccc2[nH]cc(CN3C[C@H](N(C)C)C[C@H]3CO)c2c1
  mcGAS MS inh: -14.7

CCOC(=O)c1c(C)c(P(=S)(N2CCOCC2)N2CCOCC2)n(C)c1C
  mcGAS MS inh: -15.0

CC1OP(=S)(C(Nc2ccccc2)c2ccccc2)OC1C (stereo unspecified)
  mcGAS MS inh: -10.3

CCc1ccccc1NC(=O)c1cccn(Cc2ccc(F)cc2)c1=O
  mcGAS MS inh: -1.4

CCC(=O)Nc1ccc(N2CCN(C)CC2)cc1C
  mcGAS MS inh: -5.8

CN(C)C(CNCc1ccc2c(c1)OCCO2)c1cccc(F)c1 (stereo unspecified)
  mcGAS MS inh: -8.5

O=c1[nH]c2ccccc2cc1C1NCCc2[nH]cnc21 (stereo unspecified)
  mcGAS MS inh: -14.4

C[C@]12CCC(=O)C=C1CC[C@@H]1[C@@H]2CC[C@@]2(C)[C@H]1CC[C@]2(C)O
  mcGAS MS inh: 10.5

NCCc1ccccn1
  mcGAS MS inh: -4.9

c1ccc2sc(N3CCNCC3)nc2c1
  mcGAS MS inh: -9.5

# Some values from the entries so far:
# Result for c1cnc2c(c1)CN(Cc1cc3n(n1)CCCNC3)CC2 in mcGAS MS inh: -15.2
# Result for O=c1[nH]c2ccccc2cc1C1NCCc2[nH]cnc21 (stereo unspecified) in mcGAS MS inh: -14.4
# Result for CCCc1cnc(N2CCN3CCN(C)CC3C2)nc1 (stereo unspecified) in mcGAS MS inh: -9.1

# Of the compounds above, these contain a nitro group on carbon.
O=C(Nc1ncc([N+](=O)[O-])s1)c1cccn(Cc2ccccc2)c1=O
  mcGAS MS inh: -6.5

CN1CCN(c2ccc([N+](=O)[O-])cc2)CC1
  mcGAS MS inh: -14.8

O=[N+]([O-])c1cc([N+](=O)[O-])cc(C(F)(F)F)c1
  mcGAS MS inh: -8.3

# The listing continues.
COc1cc(C2c3c(c4ccccc4oc3=O)OC(=N)C2C#N)cc(OC)c1O (stereo unspecified)
  mcGAS MS inh: -1.2

CC[C@H]1C2C[C@H]3[C@@H]4N(C)c5ccccc5C45C[C@H](C2[C@H]5O)N3[C@@H]1O (stereo partly specified)
  mcGAS MS inh: -12.6

COc1ccccc1OCC(=O)N1CCCN(CC2CC2)C(C(C)C)C1 (stereo unspecified)
  mcGAS MS inh: -2.2

O=c1[nH]oc2c1CCNC2
  mcGAS MS inh: -7.0&1.8

C[C@H](N)[C@H](O)c1ccc(O)c(O)c1
  mcGAS MS inh: -0.9

CCSc1nc(NC(C)C)c2cnn(CCN)c2n1
  mcGAS MS inh: -2.4

CCSc1ncc(CN2C[C@H]3CC=CC[C@H]3C2)cn1
  mcGAS MS inh: -11.1

CC(C(=O)NCC1CCCCC1)N1CC=C(c2ccccc2)CC1 (stereo unspecified)
  mcGAS MS inh: -13.9

CC1CN(O)C2CCc3c(no[n+]3[O-])C12O (stereo unspecified)
  mcGAS MS inh: -38.3

Cc1cccc(-n2c(Cl)nc3ccccc3c2=O)c1C
  mcGAS MS inh: -7.1

O=C(NCCN1CCCC1)c1cn(CC2CCCO2)cc(C(=O)NC2CCCCCCC2)c1=O (stereo unspecified)
  mcGAS MS inh: -12.1

N=c1sccn1Cc1ccc(Cl)cc1Cl
  mcGAS MS inh: 6.7

Cc1ccc(CNC(=O)c2sc3nc4c(cc3c2N)N2CCC4CC2)cc1
  mcGAS MS inh: 6.3

[N-]=[N+]=CC(=O)OCC(N)C(=O)O (stereo unspecified)
  mcGAS MS inh: -3.6

Cc1cc(C(=O)NC(C)C2CC3CCC2C3)c(C)n1C1CC1 (stereo unspecified)
  mcGAS MS inh: -0.2

NC1=NC(=O)N2CC12 (stereo unspecified)
  mcGAS MS inh: -11.0

O=C(NCCc1ccccc1)C(C1CCCC1)N1CCN(C(=O)COc2ccc(Cl)cc2)CC1 (stereo unspecified)
  mcGAS MS inh: -3.5

# Some of these compounds in order of length of the SMILES, high to low:
CN(C)C(CNCc1ccc2c(c1)OCCO2)c1cccc(F)c1 (stereo unspecified)
  mcGAS MS inh: -8.5

CN1CC[C@@]2(C)c3cc(O)ccc3N(C)[C@H]12
  mcGAS MS inh: 4.4

c1cc(C[N+]23CN4CN(CN(C4)C2)C3)cs1
  mcGAS MS inh: 10.5

C[C@H](N)[C@H](O)c1ccc(O)c(O)c1
  mcGAS MS inh: -0.9

O=P(O)(O)Cc1c(Cl)cccc1Cl
  mcGAS MS inh: -19.9
